LAP4-GFP MLPCN – yeast TOR pathway LAP4-GFP modulation. S. cerevisiae LAP4-GFP multiplex, flow cytometry GFP, 3 h; median GFP as percent of DMSO wells. GFP response vs DMSO, % at 10 µM. actives 0.34% (n = 320,000);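 active = GFP response vs DMSO above a set limit, about the screen mean plus 3 SD, cut at about 150% in these data; inconclusive = under 70 cell events counted for the yeast strain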
AGP1-GFP MLPCN – yeast TOR pathway AGP1-GFP modulation. S. cerevisiae AGP1-GFP multiplex flow cytometry, 3 h; GFP as percent of DMSO wells. GFP response vs DMSO, % at 10 µM. actives 0.02% (n = 320,000). AID 2066;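 active = GFP response relative to DMSO above a set limit, near screen average plus 3 SD, cut at about 150% in these data; inconclusive = fewer than 70 cells counted for the yeast strain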;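 also: median GFP channel fluorescence of the gated AGP1 strain per well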
AHR act – activators of human aryl hydrocarbon receptor. AHR-responsive luciferase reporter cells, luminescence. activation, % at 5 µM. P35869. actives 2.5% (n = 320,000); in the data active = activation above about 47%;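 also: 0% = vehicle wells and 100% = reference agonist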
Target sequence (P35869 whole entry, looked up): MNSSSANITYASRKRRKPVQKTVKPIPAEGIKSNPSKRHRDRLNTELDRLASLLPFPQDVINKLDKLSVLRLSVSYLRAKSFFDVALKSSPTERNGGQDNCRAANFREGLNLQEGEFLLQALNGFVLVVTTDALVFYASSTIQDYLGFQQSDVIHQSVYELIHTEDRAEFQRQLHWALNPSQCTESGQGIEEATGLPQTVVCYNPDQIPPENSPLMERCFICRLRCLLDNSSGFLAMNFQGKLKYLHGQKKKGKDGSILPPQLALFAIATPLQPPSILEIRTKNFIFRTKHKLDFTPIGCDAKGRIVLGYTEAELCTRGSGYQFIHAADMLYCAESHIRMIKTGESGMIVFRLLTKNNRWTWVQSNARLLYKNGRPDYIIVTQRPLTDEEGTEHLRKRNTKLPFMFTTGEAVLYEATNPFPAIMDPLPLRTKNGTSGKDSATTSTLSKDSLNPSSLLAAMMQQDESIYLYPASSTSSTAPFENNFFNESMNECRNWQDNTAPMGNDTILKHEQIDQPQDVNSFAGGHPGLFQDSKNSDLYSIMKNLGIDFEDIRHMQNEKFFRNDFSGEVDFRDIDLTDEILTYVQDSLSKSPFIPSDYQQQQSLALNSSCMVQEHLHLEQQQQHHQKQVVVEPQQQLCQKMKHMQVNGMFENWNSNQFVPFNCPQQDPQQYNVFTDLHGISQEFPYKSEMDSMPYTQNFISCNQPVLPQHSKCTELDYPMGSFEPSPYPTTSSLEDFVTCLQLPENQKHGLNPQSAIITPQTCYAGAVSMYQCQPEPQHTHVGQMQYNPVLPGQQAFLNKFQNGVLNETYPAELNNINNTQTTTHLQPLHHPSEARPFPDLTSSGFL
CIT2 TOR yeast – yeast TOR pathway CIT2-GFP modulation; S. cerevisiae CIT2-GFP strain, flow cytometry, 3 h; 100 means same as DMSO wells; GFP response vs DMSO, % at 10 µM; actives 0.065% (n = 320,000); AID 2029;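 active = GFP response relative to DMSO above a set limit, near the screen mean plus 3 SD, cut at about 150% in these data; inconclusive = Fewer than 70 cells measured for a yeast strain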;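 also: ratio of well median GFP fluorescence to mean of DMSO wells on the plate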
RPL19A TOR yeast – yeast TOR pathway RPL19A-GFP modulation. actives 0.3% (n = 330,000). percent response vs DMSO, % at 10 µM. S. cerevisiae RPL19A-GFP strain, flow cytometry, 3 h; active compounds read low;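 active = percent response vs DMSO below 50%; inconclusive = fewer than 70 events counted for the yeast strain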;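 also: median channel GFP fluorescence of the barcoded RPL19A-GFP strain; ratio of sample median GFP to plate DMSO average so 100% = DMSO; lower means less RPL19A-GFP as with rapamycin TOR inhibition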
MEP2 TOR yeast – yeast TOR pathway MEP2-GFP modulation. actives 0.51% (n = 330,000). S. cerevisiae MEP2-GFP strain, flow cytometry GFP, 3 h; 100% = DMSO control level. GFP response vs DMSO, % at 10 µM;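 active = GFP response versus DMSO above a set limit, roughly screen mean plus 3 SD, cut at about 180% in these data; inconclusive = fewer than 70 cells counted for a yeast strain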;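 also: median GFP fluorescence of the barcode-gated MEP2-GFP cells per well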
Yeast superoxide – caloric restriction mimetics inhibiting age-related superoxide in yeast; S. cerevisiae aged cells, superoxide DHE fluorescence; active compounds read low; superoxide response (% of plate mean), % at 10 µM; actives 0.18% (n = 330,000);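 active = superoxide response under a set limit, about three screen SD below normal, cut at about 65% in these data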;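 also: yeast aged for seven days with compound at 30 °C before DHE staining; 100% = average MFI of all compound-treated wells on the plate with controls excluded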
Efflux pump mplx – antifungal efflux pump inhibition, Nile Red retention; S. cerevisiae Candida pump triplex; inhibition, % at 10 µM; actives 0.44% (n = 330,000); AID 485275;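 active = plate passing quality check with inhibition over a set limit, or well fluorescence over plate mean plus 4 SD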;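 also: Nile Red retained in pooled yeast measured as flow cytometry median fluorescence; 0% = buffer negative control and 100% = Enniatin B positive control; higher means more Nile Red kept so more efflux inhibition; some compounds called inactive have numbers as strong as hits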
Starred values were filed as active, the others as inactive; u = inconclusive; x = not tested or not shown.

Molecule | LAP4-GFP MLPCN | AGP1-GFP MLPCN | AHR act | CIT2 TOR yeast | RPL19A TOR yeast | MEP2 TOR yeast | Yeast superoxide | Efflux pump mplx
O=C(c1ccco1)N1CCN(S(=O)(=O)c2ccc3c(c2)CCN3C(=O)C2CC2)CC1 | 99 | 101 | -1 | 102 | 100 | 107 | 94 | 0.0
O=S(=O)(c1ccc(F)cc1)N1CCN(c2ncccn2)CC1 | 109 | 99 | 1 | 84 | 96 | 100 | 95 | 0.1
COC(=O)c1cn(NC(=O)C2CCCO2)c(=O)c2ccccc12 (stereo not drawn) | 94 | 104 | 3 | 102 | 99 | 96 | 104 | 0.1
O=C(C1CC1)N1CCc2cc(S(=O)(=O)N3CCCc4ccccc43)ccc21 | 102 | 103 | 4 | 92 | 97 | 104 | 100 | 0.0
CCC(=O)Nc1ccc(Oc2ccc3c(c2)C(=O)NC3=O)cc1 | 102 | 100 | -2 | 100 | 99 | 102 | 124 | 0.0
CCOC(=O)Nc1sc(C)c(C)c1C(=O)OCC | 99 | 98 | 2 | 97 | 100 | 96 | 106 | 0.2
Cc1ccc(C(=O)Nc2ccccc2N2CCCCC2)cc1 | 111 | 106 | 2 | 107 | 91 | 94 | 104 | 0.0
Cc1noc(C)c1COc1ccccc1C(=O)NNC(=O)c1ccccc1 | 101 | 104 | 2 | 101 | 101 | 107 | 110 | -0.1
CS(=O)(=O)c1ccc(C(=O)OCC(=O)Nc2cccc(S(=O)(=O)N3CCCC3)c2)cc1 | 117 | 115 | -1 | 90 | 99 | 102 | 101 | 0.0
CCCCNC(=O)C1CC(=O)N(C2CCCC2)C1 (stereo not drawn) | 99 | 102 | 1 | 102 | 98 | 102 | 96 | -0.4
O=C(NNC(=O)C1CCN(S(=O)(=O)c2ccc(Cl)cc2)CC1)c1ccccc1O | 108 | 116 | 11 | 102 | 108 | 106 | 83 | 0.0
C[C@@H]1COC(=O)[C@H](Cc2ccc(F)cc2)C/C=C\C[C@@H](CC(=O)N[C@H](CO)Cc2ccccc2)C(=O)N1 | 93 | 95 | -2 | 87 | 95 | 97 | 119 | 0.0
COc1cccc(C(=O)N(CN2CCCC2=O)c2cccc(Cl)c2)c1 | 98 | 97 | 2 | 90 | 95 | 95 | 123 | 0.1
COc1ccc(NC2CCCN(C(=O)CN3C(=O)c4ccccc4C3=O)C2)cc1OC (stereo not drawn) | 94 | 101 | 2 | 102 | 98 | 98 | 111 | 0.0
CCC(C)C(=O)Nc1nc(C)c(-c2csc(Nc3cc(Cl)ccc3OC)n2)s1 (stereo not drawn) | 105 | 97 | 85* | 96 | 109 | 99 | 97 | 0.0
C=CCOc1ccc(/C=C/C(=O)OCC(=O)NCC2CCCCC2)cc1 | 90 | 91 | -1 | 85 | 85 | 88 | 82 | -0.1
COCCN1C(=O)c2ccccc2C(C(=O)N2CCN(c3ccccc3)CC2)C1c1ccc(F)cc1 (stereo not drawn) | 96 | 104 | 3 | 95 | 98 | 97 | 88 | 0.0
COc1ccc2nc(NC(=O)CCNC(=O)c3ccccc3Cl)sc2c1 | 110 | 104 | 10 | 96 | 102 | 96 | 110 | -0.1
Cc1cccc(NC(=O)CSc2n[nH]c(-c3cccnc3)n2)c1 | 101 | 102 | 4 | 105 | 100 | 95 | 92 | 0.1
CCCN(CCC)Cc1c(C(=O)N/N=C/C(C)=C\c2ccccc2)nnn1-c1nonc1N | 89 | 96 | -9 | 96 | 101 | 103 | 102 | 0.2
CCCCC1=CC2=CC(=O)C(C)(OC(=O)CC)C(=O)C2=CN1CCCOC(C)C (stereo not drawn) | 101 | 70 | 3 | 62 | 87 | 89 | 102 | 0.1
COC(=O)c1ccc(NC(=O)Nc2ccc(F)c(Cl)c2)cc1 | 106 | 99 | -2 | 94 | 95 | 101 | 104 | 0.0
COc1ccc(CCNC(=O)COC(=O)C2CC2)cc1OC | 91 | 92 | 0 | 97 | 94 | 94 | 92 | 0.1
Cc1ccc(NC(=O)CN2C(=O)NC(Cc3c[nH]c4ccccc34)C2=O)cc1S(=O)(=O)N1CCCCC1 (stereo not drawn) | 93 | 96 | 15 | 99 | 100 | 90 | 93 | 0.0
Nc1nc(NCC2CCCO2)nc(Nc2ccc(Cl)cc2)c1[N+](=O)[O-] (stereo not drawn) | 97 | 90 | 68* | 83 | 92 | 98 | 108 | 0.1
Clc1ccc(-c2nnn(Cc3nc4ccccc4s3)n2)cc1 | u | u | 22 | u | u | u | 83 | 0.2
Cc1ccccc1Cc1ccc(Cl)nn1 | 98 | 95 | 2 | 93 | 97 | 97 | 98 | 0.3
O=C(CCc1nc(-c2ccccc2F)no1)NCCN1CCc2ccccc2C1 | 107 | 107 | 10 | 106 | 101 | 109 | 109 | 0.1
Cc1nc(C)c(-c2ccn(C(=O)NC(C)C)n2)s1 | 110 | 97 | 9 | 95 | 95 | 96 | 96 | 0.0
CN(CC(=O)Nc1ccc(F)cc1)C(=O)CSc1nncs1 | 71 | 87 | -1 | 120 | 116 | 108 | 92 | 0.0
Cc1ccc(-c2ccnc(=S)[nH]2)cc1 | 110 | 88 | 5 | 78 | 90 | 92 | 125 | 0.1
CC(=O)NC(CC(=O)OC(C)C(=O)Nc1ncc(Cl)cc1Cl)c1ccccc1 (stereo not drawn) | 94 | 99 | -1 | 94 | 95 | 93 | 96 | 0.0
COc1ccccc1N1CCN(C(=O)C2CC=CCC2C(=O)O)CC1 (stereo not drawn) | 106 | 110 | 0 | 108 | 107 | 109 | 105 | 0.0
O=C(NCCCn1ccnc1)C(=O)NCC1OCCCN1S(=O)(=O)c1ccc(F)cc1 (stereo not drawn) | 93 | 93 | 5 | 105 | 98 | 103 | 106 | 0.2
COC(=O)C(Cc1ccc(OC(=O)c2ccccc2C)cc1)N1Cc2ccccc2C1=O (stereo not drawn) | 117 | 107 | 16 | 112 | 106 | 107 | 90 | 0.0
CCOC(=O)c1cc(-c2csc(-c3ccc(C(F)(F)F)cc3)n2)on1 | 111 | 104 | 18 | 94 | 101 | 98 | 85 | 0.2

Single entries from the results shown:
`Cc1ccccc1Cc1ccc(Cl)nn1` – LAP4-GFP MLPCN = 98
`Nc1nc(NCC2CCCO2)nc(Nc2ccc(Cl)cc2)c1[N+](=O)[O-]` (stereo not drawn) – AHR act = 68*

Carrying on.
Molecule | LAP4-GFP MLPCN | AGP1-GFP MLPCN | AHR act | CIT2 TOR yeast | RPL19A TOR yeast | MEP2 TOR yeast | Yeast superoxide | Efflux pump mplx
COc1cccc(/C(O)=C2/C(=O)C(=O)N(CCN3CCOCC3)C2c2cccs2)c1 (stereo not drawn) | 97 | 100 | 0 | 106 | 100 | 102 | 108 | 0.0
Cc1cc(NCCCN2CCOCC2)n2c(nc3ccccc32)c1C#N | 92 | 96 | 73* | 93 | 96 | 95 | 97 | 0.0
Cc1nc2c(C)cccn2c(=O)c1NC(=O)c1ccc2c(c1)OCO2 | 115 | 109 | 6 | 97 | 102 | 120 | 102 | -0.1
Cc1nc2nc(SCc3ccccc3)nn2c(C)c1C | 111 | 95 | 4 | 103 | 101 | 101 | 111 | 0.0
Cc1cc(C(=O)N/N=C/c2ccccn2)n[nH]1 | 92 | 102 | 11 | 105 | 109 | 102 | 111 | 0.1
O=C(NN1C(=O)/C(=C/c2cccs2)SC1=S)c1cccnc1 | 108 | 102 | 4 | 103 | 99 | 106 | 89 | -0.2
CN(C)c1nc(Oc2ccc(=O)n(C)n2)nc(N2CCOCC2)n1 | 93 | 92 | -2 | 96 | 95 | 97 | 110 | 0.1
CC(C)CNC(=O)c1coc(=O)c(Br)c1 | 102 | 108 | 7 | 100 | 98 | 104 | 97 | 0.2
Nc1nccnc1C(=O)OCC(=O)NCCc1ccc(S(N)(=O)=O)cc1 | 110 | 110 | -2 | 95 | 105 | 104 | 105 | 0.0
COc1ccccc1NC(=O)/C(=C\c1cccs1)NC(=O)c1ccco1 | 115 | 103 | 66* | 103 | 102 | 104 | 90 | -0.1
COc1ccc(C(CNS(=O)(=O)c2ccc(NC(C)=O)c(OC)c2)N2CCCCC2)cc1 (stereo not drawn) | 104 | 101 | -2 | 89 | 96 | 96 | 114 | 0.0
Cn1c(SCc2ccccc2)nnc1-c1c[nH]c2ccccc12 | 104 | 99 | -1 | 110 | 95 | 98 | 106 | 0.0
Cc1ccc[n+](CC2OCc3ccccc3CO2)c1 | 96 | 103 | 0 | 104 | 103 | 107 | 101 | 0.2
COc1ccc(CCn2c(=N)c(C(=O)NCC3CCCO3)cc3c(=O)n4cccc(C)c4nc32)cc1 (stereo not drawn) | 93 | 101 | 6 | 100 | 98 | 104 | 100 | 0.4
Cc1ccccc1C(=O)N1CCC(C(=O)NC(C)c2ccc(-n3ccnc3)cc2)CC1 (stereo not drawn) | 82 | 96 | 2 | 108 | 106 | 101 | 100 | 0.3
Cc1ccccc1Nc1nnc(SCc2cc([N+](=O)[O-])cc3c2OCOC3)s1 | 94 | 88 | -1 | 96 | 90 | 93 | 103 | 0.2
O=C(NCc1ccc(Cl)cc1)C1CCC(=O)N(C2CC2)C1 (stereo not drawn) | 93 | 93 | 1 | 94 | 97 | 95 | 94 | 0.4
COCc1c(C#N)c(NCCc2ccc(F)cc2)nc(C)c1[N+](=O)[O-] | 122 | 108 | 76* | 101 | 100 | 110 | 113 | 0.0
COCCn1c(-c2ccc(OC)cc2)cnc1SCC(=O)Nc1cc(C)on1 | 98 | 99 | 4 | 93 | 97 | 101 | 91 | -0.1
Cc1c(Br)c([N+](=O)[O-])nn1CCCC(=O)Nc1sc2c(c1C(N)=O)CCC(C)C2 (stereo not drawn) | 101 | 98 | 6 | 99 | 99 | 112 | 107 | -0.3
Cc1c(C)c(C)c(S(=O)(=O)Nc2ccc3[nH]c(=O)[nH]c3c2)c(C)c1C | 100 | 97 | 0 | 97 | 101 | 106 | 86 | 0.0
CCOCC(=O)Nc1cc(C(=O)Nc2cc(C)cc(C)c2)ccc1Cl | 85 | 92 | -1 | 89 | 87 | 96 | 95 | 0.0
Cc1ccc(NC(=O)COC(=O)c2cc(=O)c3ccccc3o2)cc1F | 98 | 91 | 0 | 96 | 95 | 96 | 112 | -0.1
O=C(O)Cn1nnc(-c2cccs2)n1 | 90 | 90 | -1 | 97 | 91 | 107 | 107 | -0.1
CC(C)(c1ccccc1)c1ccc(OCC(O)CN2CCCC2)cc1 (stereo not drawn) | 85 | 101 | 4 | 107 | 106 | 107 | 102 | -0.1
COc1ccc(NC(=O)N2CCC(C(=O)c3ccc4c(c3)OCCO4)CC2)cc1 | 102 | 105 | 2 | 107 | 103 | 99 | 107 | 0.1
COc1ccc(-c2nn(-c3ccccc3)cc2CNC(C)Cn2cncn2)c(F)c1 (stereo not drawn) | 101 | 103 | 6 | 101 | 98 | 99 | 93 | 0.0
CC1CCC(NS(=O)(=O)c2ccc3c(c2)CC(=O)N3)CC1 (stereo not drawn) | 107 | 108 | -1 | 115 | 106 | 116 | 93 | -0.1
Cc1onc(-c2ccccc2Cl)c1C(=O)Nc1nc2c(s1)CCCC2 | x | 88 | 16 | 89 | 92 | 88 | 88 | 0.5
O=C(O)COc1ccccc1/C=N/NC(=O)CSc1nnc(SCc2ccc(Cl)cc2)s1 | 98 | 103 | 5 | 81 | 98 | 94 | 108 | 0.0

From PubChem BioAssay

Not a hit list (roughly 3.9% active in at least one column).
